Screening results: PubChem BioAssay, Sanford-Burnham Center for Chemical Genomics
APJ antag = APJ receptor antagonism | CHO-K1 APJ beta-arrestin complementation, luminescence | AID 2521 | 330,000 compounds, 0.32% hits | P35414 | inhibition, % at 20 µM;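 active = inhibition above about 40% at 20 µM, limit read from the data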;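 also: cells challenged with 10 nM apelin-13 agonist together with compound; plate controls were apelin-13 plus DMSO wells for no effect and DMSO wells lacking apelin-13 for full effect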
Target sequence (P35414 whole entry, looked up): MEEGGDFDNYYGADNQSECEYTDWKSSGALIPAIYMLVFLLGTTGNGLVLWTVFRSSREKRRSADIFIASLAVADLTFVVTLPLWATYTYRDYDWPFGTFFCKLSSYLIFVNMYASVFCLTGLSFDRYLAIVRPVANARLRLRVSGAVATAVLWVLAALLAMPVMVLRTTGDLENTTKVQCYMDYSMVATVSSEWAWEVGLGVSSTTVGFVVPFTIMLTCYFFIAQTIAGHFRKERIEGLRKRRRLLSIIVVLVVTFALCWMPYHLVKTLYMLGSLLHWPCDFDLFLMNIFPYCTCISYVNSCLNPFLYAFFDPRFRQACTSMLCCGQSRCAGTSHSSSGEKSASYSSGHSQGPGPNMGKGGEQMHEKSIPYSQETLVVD
697 NFkB inh = lowers PMA/ionomycin-induced NF-kB signal in 697 B cells; inhibition, % at 4 µM; 697 B-cell NF-kB luciferase reporter, 16 h; 330,000 compounds, 0.33% hits; AID 435022; in the data active = inhibition above about 35%
Mdm2-MdmX inh = human Mdm2/MdmX binding inhibition; SaOS-2 split-luciferase Mdm2/MdmX complementation, luminescence; inhibition, % at 8 µM; 330,000 compounds, 3% hits; AID 485346;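 active = inhibition of at least 50% at 8 µM in the primary screen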
UPR XBP1 act = adaptive UPR (XBP1) activation; CHO-XBP1 luciferase reporter, IRE1-XBP1 UPR activation, luminescence; percent of tunicamycin response, DMSO as zero; activation, % at 20 µM; 330,000 compounds, 0.33% hits;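 active = versus positive control, 20 µM dose yields 30% or more activation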;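 also: 100% = tunicamycin at 10 µg/mL and 0% = DMSO only wells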
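Material: CHO cell line with stable XBP1 luciferase reporter; schedule: 16-18 h cell attachment at 37 °C, then 6 h compound exposure; signal: glow luminescence from Steady-Glo reagent; medium: serum-containing F12 medium, 10% FBS; benchmarks: tunicamycin 10 µg/mL and vehicle-only wells; read-out: percent activation relative to tunicamycin reference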
Jurkat NFkB inh = inhibitors of the PMA/ionomycin-induced NF-kB reporter in Jurkat cells; inhibition, % at 4 µM; 330,000 compounds, 0.53% hits; PMA/ionomycin-induced NF-kB luciferase reporter, luminescence; in the data active = inhibition above about 50%
APJ ag = agonists of human APJ apelin receptor; P35414; CHO-K1 APJ PathHunter beta-arrestin, luminescence; 0% DMSO wells, 100% apelin; activation, % at 20 µM; 330,000 compounds, 0.11% hits;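 active = activation more than six SD over the plate average, tested at 20 µM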;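 also: 0% = DMSO alone and 100% = apelin-13 at 10 nM; some results filed as inactive read as strong as hits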
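Test system: CHO-K1 APJ beta-arrestin complementation cell line. Amount: cell density 1000 per well. Controls: DMSO negative, 10 nM Apelin-13 positive. Signal: luminescent beta-gal fragment complementation, chemiluminescent substrate. Read-out basis: agonist-driven arrestin binding to APJ. Timing: compound stimulation 90 min at 25 °C, detection 60 min.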
tim23-1 inh = growth inhibitors of tim23-1 mutant yeast. S. cerevisiae tim23-1 growth, BacTiter-Glo luminescence, 24 h. inhibition, % at 20 µM. 330,000 compounds, 1.3% hits;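 active = growth inhibition of the mutant yeast at or above 50%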;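 also: temperature-sensitive mutant grown at 25 °C; plate controls were DMSO-treated mutant yeast for no effect and medium wells lacking yeast for full effect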
CHOP UPR activ = activators of apoptotic arm of unfolded protein response (CHOP). CHO-CHOP luciferase reporter, UPR activation, luminescence; percent of tunicamycin response over DMSO baseline. activation, % at 10 µM. 330,000 compounds, 0.34% hits. AID 449763;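 active = at 10 µM dose, activation of 40% or more, normalized to positive control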;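 also: 100% = tunicamycin at 10 µg/mL and 0% = DMSO alone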
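System: CHO-CHOP luciferase reporter cell line; amount: 500 cells/well; buffer or medium: F12 medium containing 10% fetal bovine serum; incubation: 6 h compound exposure at 37 °C after overnight seeding; measured by: luciferase luminescence after 10 min with Steady-Glo reagent; evaluation: % reporter activation, DMSO baseline versus tunicamycin full activation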
* = called active by the depositor; i = inactive.

SMILES	APJ antag	697 NFkB inh	Mdm2-MdmX inh	UPR XBP1 act	Jurkat NFkB inh	APJ ag	tim23-1 inh	CHOP UPR activ
CCC1Oc2ccc(C)cc2N(CC(=O)NCCCN2CCCC2)C1=O (stereo not given)	-3	14	19	-4	-16	-3	0	0.3
O=C1CCCN1CC1CCN(Cc2nc(CC3CC3)no2)CC1	4	-1	14	1	-3	0	-2	-1.2
CC(C)NS(=O)(=O)c1ccc(OCC(=O)NCc2cccnc2)cc1	15	2	23	0	-6	-2	14	-0.5
Cc1nc(NC(=O)CN(C)S(=O)(=O)c2ccc(Cl)cc2)sc1C	0	-5	-2	-1	-9	0	18	-1.3
CCCn1c(N)c(N(CCOC)C(=O)c2cc3c(s2)CCCCC3)c(=O)[nH]c1=O	-17	16	13	-3	15	2	17	2.5
CCOc1ccc(S(=O)(=O)N2CCC(C(=O)OC(C)C(=O)NC3CCCCC3C)CC2)cc1 (stereo not given)	-7	18	-7	-6	16	0	23	1.1
CS(=O)(=O)N1CCN(C(=O)c2ccccc2)C1	8	5	10	-3	-5	-1	15	-0.9
COc1cc(C2C3=C(Nc4nc(N)[nH]c(=O)c42)c2ccccc2C3=O)ccc1O (stereo not given)	-13	28	21	2	-2	-4	9	-0.4
CCN(CC)c1ccc(/C=N/N2CCN(c3ccccc3OC)CC2)cc1	0	10	-10	-5	-3	-4	28	1.1
CCc1nn(CC(=O)N2CCN(CC)CC2)c(=O)c2cccn12	-1	2	-2	0	-10	-4	11	0.1
Cc1ccc(N2CC(NS(=O)(=O)c3cccs3)CC2=O)cc1 (stereo not given)	15	7	21	1	-4	-1	-5	0.1
COc1ccc(-c2nc(CS(=O)(=O)CC(=O)NCc3ccc4c(c3)OCO4)c(C)o2)cc1	-9	14	12	0	-5	-1	-9	0.2
Cc1cccc(NC(=O)C(=O)NCCCN2CCOCC2)c1	-32	-24	5	0	-20	-1	22	1.3
Fc1cccc(NC(=S)NCc2ccccn2)c1	-7	-31	-68	6	-68	1	6	4.4
COc1cccc(OC)c1C(=O)Nc1ccccc1Sc1ccccc1	-13	19	22	-4	9	-3	24	-0.1
CC1Cc2ccccc2N1C(=O)CSc1nnnn1C(C)C (stereo not given)	-6	2	-18	-3	-9	-2	8	-1.4
O=C(CN1C(=O)c2ccccc2S1(=O)=O)c1ccc(Cl)cc1Cl	6	74*	24	-9	-14	3	51*	-8.9
Cc1c(N/C=C/C(=O)c2ccc(Cl)cc2)c(=O)n(-c2ccccc2)n1C	1	0	15	0	6	-3	27	0.5
Cc1sc2nc(COC(=O)c3cccc(S(=O)(=O)N(C)c4ccccc4)c3)[nH]c(=O)c2c1C	-4	-15	-5	-1	3	-1	16	-0.3
COc1cccc(OCCNS(=O)(=O)c2cccc([N+](=O)[O-])c2)c1	-4	13	1	-2	-10	1	26	-0.8
O=c1c(Cc2ccc(F)cc2)c(O)ccn1CCCn1ccnc1	7	19	-9	-3	7	-3	-5	0.4
COc1ccccc1C(=O)NNC(=O)c1csc(N2CCOCC2)n1	15	13	-15	2	-2	-5	11	0.1
OCC1(CC2CCCCO2)CCN(Cc2ccccc2-c2ccco2)CC1 (stereo not given)	-13	12	-15	1	8	-5	16	-0.8
COc1ccccc1-c1noc(CSc2nc(C)cc(=O)[nH]2)n1	7	19	14	-1	-2	-2	-8	-0.4
CCOc1ccc(CC(=O)Nc2ccc(S(=O)(=O)N3CCCC3)cc2)cc1	-5	2	11	-2	-2	-2	10	0.0

Further compounds follow.
SMILES	APJ antag	697 NFkB inh	Mdm2-MdmX inh	UPR XBP1 act	Jurkat NFkB inh	APJ ag	tim23-1 inh	CHOP UPR activ
COc1ccc(NC(=O)COc2ncnc3ccccc23)cc1S(=O)(=O)N1CCOCC1	-27	16	2	2	14	-3	1	-0.7
CC(C)c1nnc(SCC(=O)N2CCc3ccccc32)n1N	16	12	-19	1	10	-3	2	2.1
Cc1ncc(CO)c(/C=N/NC(=O)c2ccc(Br)cc2)c1O	-1	-12	0	-3	-16	1	2	-2.6
Cn1cc(C(F)(F)F)nc1-c1ccc(OCC(O)CNCCOc2ccc(O)c(C(N)=O)c2)cc1 (stereo not given)	-2	-5	7	-2	-10	-5	-14	-1.0
Cc1ccc(OCCn2c(SCCO)nc3c(N)ncnc32)cc1	6	-36	19	0	-15	1	-12	0.6
CCc1ccc(OCCOCCN2CCN(C)CC2)cc1	-21	-47	-18	-4	-31	1	-1	0.2
COc1ccc(N2CC(C(=O)NCCC3=CCCCC3)CC2=O)cc1 (stereo not given)	-11	1	18	1	9	-3	5	-1.3
Cc1ccc(C)c(OCC(=O)NC2CCCCCC2)c1	12	-6	2	2	-15	-10	30	2.3
C/C(=N\NC(=O)C(=O)N/N=C(\C)c1cccc(O)c1)c1cccc(O)c1	7	3	26	-2	15	-6	-4	0.5
Cc1cc(S(=O)(=O)NCC(C)C)ccc1OCC(=O)N1CCOCC1	6	-1	15	-4	-8	-2	-13	-0.3
O=C(COC(=O)c1ccc([N+](=O)[O-])o1)NCCc1ccccc1	-9	1	-4	1	-13	2	-8	-1.2
Cc1ccc(N(C(=O)CCC(=O)Nc2ccccn2)C(C(=O)NC(C)C)c2ccc(F)cc2)cc1 (stereo not given)	14	25	3	-4	-8	-2	13	-0.2
CCN1CCN(c2ncnc3scc(-c4ccc(OC)cc4)c23)CC1	7	-16	-8	-5	0	-1	12	1.6
COc1ccc(N(C)S(=O)(=O)c2cccc(C(=O)N(C)Cc3ccc(C)o3)c2)cc1	5	-16	-5	-4	5	-2	13	-0.4
O=C(O)CCc1ccc(-c2cccs2)o1	17	0	10	0	7	-1	7	-0.4
Cc1ccccc1C(=O)Nc1nc2c(C)csc2c(=O)s1	10	-12	19	0	9	-5	-8	3.8
Cc1ccc(-n2ncc3c(SCc4ccccn4)ncnc32)c(C)c1	0	i	84*	0	-78	-1	-5	4.6
CCN(CC(=O)NC(C)(C)C)C(=O)CN1c2cccc3cccc(c23)S1(=O)=O	-13	11	0	1	-5	4	1	0.6
O=C(CC1(O)C(=O)Nc2ccccc21)c1ccc2c(c1)OCO2 (stereo not given)	8	4	-3	1	-7	2	3	-0.1
CCOc1ccc(-c2ccc(SCC)nn2)cc1	-2	-237	-145	-5	-224	0	6	-2.6
CC(C)(C)C1CCC(C(=O)OCC(=O)c2ccc[nH]2)CC1 (stereo not given)	10	7	19	-2	7	0	37	3.8
Cc1nc2ccc(NC(=O)COc3ccccc3[N+](=O)[O-])cc2s1	13	1	-17	0	9	-4	-6	1.3
C=C1CC2C(=O)N(Cc3ccccc3)C(C(=O)OCC)(C(=O)OCC)C1N2C(=O)OC(C)(C)C (stereo not given)	20	21	9	-1	0	-1	24	0.5
Cc1cccc(NS(=O)(=O)c2cccc3nonc23)c1	22	4	18	-2	1	-2	14	-1.8
COCCCn1c(SCC(=O)NC2CCCC2)nnc1-c1ccncc1	0	20	23	-4	-8	0	5	-1.1

Structural class, those above with a furan ring, fused or not
SMILES	APJ antag	697 NFkB inh	Mdm2-MdmX inh	UPR XBP1 act	Jurkat NFkB inh	APJ ag	tim23-1 inh	CHOP UPR activ
OCC1(CC2CCCCO2)CCN(Cc2ccccc2-c2ccco2)CC1 (stereo not given)	-13	12	-15	1	8	-5	16	-0.8
O=C(COC(=O)c1ccc([N+](=O)[O-])o1)NCCc1ccccc1	-9	1	-4	1	-13	2	-8	-1.2
COc1ccc(N(C)S(=O)(=O)c2cccc(C(=O)N(C)Cc3ccc(C)o3)c2)cc1	5	-16	-5	-4	5	-2	13	-0.4
O=C(O)CCc1ccc(-c2cccs2)o1	17	0	10	0	7	-1	7	-0.4

In the list so far, these contain a nitro group on carbon.
SMILES	APJ antag	697 NFkB inh	Mdm2-MdmX inh	UPR XBP1 act	Jurkat NFkB inh	APJ ag	tim23-1 inh	CHOP UPR activ
COc1cccc(OCCNS(=O)(=O)c2cccc([N+](=O)[O-])c2)c1	-4	13	1	-2	-10	1	26	-0.8
O=C(COC(=O)c1ccc([N+](=O)[O-])o1)NCCc1ccccc1	-9	1	-4	1	-13	2	-8	-1.2
Cc1nc2ccc(NC(=O)COc3ccccc3[N+](=O)[O-])cc2s1	13	1	-17	0	9	-4	-6	1.3

(cont.)
SMILES	APJ antag	697 NFkB inh	Mdm2-MdmX inh	UPR XBP1 act	Jurkat NFkB inh	APJ ag	tim23-1 inh	CHOP UPR activ
O=C(N/N=C/c1ccc[nH]1)c1ccc(COc2cccc3cccnc23)cc1	-12	15	97*	1	-4	2	15	-0.6
Cc1onc(-c2c(F)cccc2Cl)c1C(=O)Nc1sc2c(c1C(N)=O)CCC2	-6	16	38	2	22	3	35	-1.0
COc1cccc(NC2=C(Cl)C(=O)OC2OC(=O)c2ccco2)c1 (stereo not given)	1	0	11	-2	14	-2	10	0.7
CCC(=O)Nc1c2c(nn1-c1ccc(OC)cc1)CS(=O)C2 (stereo not given)	10	-5	-21	-1	0	-2	11	-2.6
C=CCNS(=O)(=O)c1ccc(C(=O)OCc2cc(=O)oc3cc(OC)ccc23)cc1	8	10	38	7	1	1	6	-1.6
COc1cc(NC(=O)c2ccccc2)ccc1NC(=O)c1cc2ccccc2o1	3	-55	44	7	-1	17*	-18	21
CC(C)c1nc2n[nH]c(N)c2c2c1CCCC2	-9	5	28	3	0	-6	-4	-0.4
CCOC(=O)c1c(N)c2cc([N+](=O)[O-])ccc2n1C	10	-9	2	3	-15	-3	-2	3.1
COc1ccc(C(=O)Nc2c3c(nn2-c2ccc(Cl)cc2)CS(=O)(=O)C3)cc1	1	2	-1	-5	3	-3	9	-0.1
Cc1ccc(O)c(NC(=O)c2cccc(NC(=O)c3ccco3)c2)c1	0	-3	6	2	-16	-4	-6	1.1
Cc1cnc(C(=O)N2CCCC(C(=O)c3ccc(C(F)(F)F)cc3)C2)cn1 (stereo not given)	17	-28	-17	7	-32	0	14	0.3
COc1ccc(C(=O)Nn2c(SCC(=O)N3CCC(C)CC3)nc3ccccc3c2=O)cc1	-11	-130	59*	-5	-57	-2	25	-7.2
COc1ccc(C2c3c(oc4ccccc4c3=O)C(=O)N2CCCN2CCOCC2)cc1 (stereo not given)	4	-13	7	2	-16	0	21	0.4
COc1ccc(Cl)cc1C(=O)NNC(=S)NC1CCCCC1	11	-1	12	1	-11	-4	-18	-2.3
CCCNC(=S)N1CCC(NC(=O)C2CCCCC2)CC1	-8	4	9	1	22	-1	7	-1.2
O=C(COC(=O)c1n[nH]c(=O)c2ccccc12)Nc1ccccc1F	15	1	19	0	-4	-3	11	0.5
COc1cccc(/C=N/NC(=O)COc2cccc3cccnc23)c1O	-15	4	31	-1	8	-3	24	-1.1
O=C(CN1C(=O)COc2ccccc21)N(CCCN1CCOCC1)CC1CC=CCC1 (stereo not given)	-9	10	-5	-2	13	0	2	0.9
COc1ccc(S(=O)(=O)N2CCC(C(=O)NCc3ccncc3)CC2)cc1C	-8	-1	-10	-1	10	-2	0	2.8
CCOc1cc(/C=N/NC(=O)c2cccnc2)ccc1OC(=O)c1ccco1	-10	16	-11	-2	11	-3	4	0.2
Cc1ccccc1Oc1nc2c(C)cccn2c(=O)c1/C=C(\C#N)C(=O)NC1CCS(=O)(=O)C1 (stereo not given)	14	0	43	4	3	0	17	-0.7
O=C(CCCCC(=O)Nc1ccc(F)cc1F)Nc1ccc(F)cc1F	5	-5	17	6	11	1	8	0.4
O=C(Nc1cccc(Cl)c1)Nc1cnccn1	13	2	26	1	1	-1	-3	0.2
CCOc1ccc(CCNC(=O)COC(=O)c2ccncc2)cc1OCC	5	-15	-26	1	-9	-1	0	-0.1
O=C(CCN1CCN(CCO)CC1)Nc1ccc(C2CCCC2)cc1	22	-10	18	0	2	-4	-3	0.4
